Assay outcomes deposited in PubChem by several laboratories.
Rev-RRE block: HIV-1 Rev-RRE binding inhibitors, primary screen, biochemical, FRET, protein-RNA interaction; P05866; Rev peptide-RRE RNA binding; inhibition, % at 8 µM; 97,000 tested, 0.79% active; AID 704, 2007;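 active = inhibition above the screen-wide mean plus 3 SD, cut at about 35% in these data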;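 also: 0% = median DMSO wells and 100% = median Neomycin B control wells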
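Test system – labelled RRE RNA duplex and labelled Rev peptide · Signal – fluorescein-to-Cy5 FRET, 480 nm excitation · Evaluation – % inhibition of FRET ratio versus controls · Benchmarks – DMSO low control, neomycin B high control · Incubation – 5 min RNA-compound premix plus 15 min binding step, 25 °C · Medium – HEPES pH 7.5 salt buffer with EDTA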
PLAP activator: PLAP enzyme activators, biochemical, luminescence, HTS | 96,000 tested, 1.2% active | activation fold at 20 µM | purified PLAP enzyme, luminescent substrate read-out; active compounds read high | AID 696, 2007; in the data active = activation fold above about 2
EphB4 ephrin blk: EphB4-ephrin-B2 interaction antagonists, primary screen, biochemical, TNYL-RAW peptide probe, fluorescence polarization; 97,000 tested, 0.15% active; Ephrin type-B receptor 4 (Homo sapiens), P54760; EphB4 LBD / TNYL-RAW-Alexa532 peptide; inhibition, % at 7 µM; AID 720, 2007;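 active = inhibition above the screen-wide mean inhibition plus 3 SD, cut at about 15% in these data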;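 also: 0% = DMSO wells and 100% = excess unlabeled TNYL-RAW peptide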
CYP2C9 activ: human CYP2C9 activators, primary screen, biochemical, luminescence; recombinant CYP2C9, luciferin-H conversion; active compounds read high; factor 1 = untreated enzyme, 0 = blocked; activation factor at 5 µM; 96,000 tested, 1.4% active;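 active = activation factor of 2 or more for CYP2C9 at a 5 µM dose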;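 also: 0 = sulfaphenazole-blocked wells and 1 = vehicle-only wells; values of inactives mirror those of a sister screen read the other way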
CYP2C19 activ: human CYP2C19 activators, primary screen, biochemical, luminescence. Cytochrome P450 2C19 (Homo sapiens), P33261. recombinant CYP2C19, luciferin-H EGE luminescence; active compounds read high; 0 = fully inhibited enzyme, 1 = untreated enzyme. activation factor at 5 µM. 96,000 tested, under 10 active. AID 1025, 2008;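 active = activation factor of at least 2 at 5 µM in the primary screen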;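 also: 0 = wells with 2.5 mM tranylcypromine and 1 = vehicle-only wells; values of inactives mirror those of a sister screen read the other way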
Target sequence (P33261 whole entry, looked up): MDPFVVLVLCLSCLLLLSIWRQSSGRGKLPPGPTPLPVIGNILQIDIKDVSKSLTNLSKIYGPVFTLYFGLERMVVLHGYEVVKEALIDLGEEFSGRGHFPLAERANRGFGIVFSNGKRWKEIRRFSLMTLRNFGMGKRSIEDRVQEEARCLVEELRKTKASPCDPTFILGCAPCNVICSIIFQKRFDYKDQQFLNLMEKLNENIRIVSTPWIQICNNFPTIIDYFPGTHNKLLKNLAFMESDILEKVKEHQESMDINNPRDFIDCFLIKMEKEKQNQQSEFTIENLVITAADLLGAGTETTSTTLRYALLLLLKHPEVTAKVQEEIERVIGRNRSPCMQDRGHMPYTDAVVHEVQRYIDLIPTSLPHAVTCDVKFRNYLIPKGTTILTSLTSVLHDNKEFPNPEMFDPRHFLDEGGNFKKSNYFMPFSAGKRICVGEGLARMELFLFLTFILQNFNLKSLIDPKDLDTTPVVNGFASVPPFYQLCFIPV
PLK1 kinase inh: human PLK1 kinase inhibitors, primary screen, biochemical, TR-FRET | recombinant PLK1 kinase, TR-FRET peptide phosphorylation | inhibition, % at 10 µM | 97,000 tested, 0.53% active;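 active = inhibition of 50% or more in the single-concentration screen; inactive = inhibition below 50%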;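 also: 0% = DMSO max control and 100% = H-89 dihydrochloride min control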
Target sequence (P53350 whole entry, looked up): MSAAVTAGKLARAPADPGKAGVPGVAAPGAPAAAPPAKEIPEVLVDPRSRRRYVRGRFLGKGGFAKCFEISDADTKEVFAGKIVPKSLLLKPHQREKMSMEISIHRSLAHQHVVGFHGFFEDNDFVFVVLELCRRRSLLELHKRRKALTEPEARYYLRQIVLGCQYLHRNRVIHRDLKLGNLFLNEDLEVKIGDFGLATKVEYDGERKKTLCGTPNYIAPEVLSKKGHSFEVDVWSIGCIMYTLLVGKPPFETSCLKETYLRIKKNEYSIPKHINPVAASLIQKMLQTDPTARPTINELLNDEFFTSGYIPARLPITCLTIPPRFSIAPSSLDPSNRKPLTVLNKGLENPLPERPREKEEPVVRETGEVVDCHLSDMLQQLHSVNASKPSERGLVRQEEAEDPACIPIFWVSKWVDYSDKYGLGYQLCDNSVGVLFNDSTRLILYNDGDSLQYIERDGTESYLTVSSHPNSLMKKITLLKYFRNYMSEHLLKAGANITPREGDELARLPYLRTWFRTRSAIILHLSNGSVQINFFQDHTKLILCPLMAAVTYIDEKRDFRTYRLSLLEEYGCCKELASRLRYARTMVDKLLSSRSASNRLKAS
CYP2C9 inhib: blockers of cytochrome P450 2C9 activity – biochemical, luminescence, ADME assay, primary screen; AID 777, 2007; inhibition, % at 5 µM; CYP2C9 Supersomes, luciferin-H conversion; 96,000 tested, 20% active; P11712;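 active = blocking of liver enzyme CYP2C9 beyond about 50% at 5 µM, limit read from the data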; also: values of inactives mirror those of a sister screen read the other way
CYP2C19 inhib: blockers of cytochrome P450 2C19 activity – biochemical, luminescence, ADME assay, primary screen | CYP2C19 Supersomes, luciferin-H EGE luminescence, 30 min | inhibition, % at 5 µM | 96,000 tested, 21% active;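 active = CYP2C19 inhibition above a set limit at 5 µM in the primary screen, cut at about 50% in these data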;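 also: plate controls were negative control wells for no effect and 2.5 mM tranylcypromine positive control for full effect; values of inactives mirror those of a sister screen read the other way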
PLK1 PBD inh: Plk1 polo box domain binding inhibitors, primary screen, biochemical, fluorescence polarization. Plk1 PBD phosphopeptide binding. inhibition, %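 (tested at about 20 µM)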. 97,000 tested, 0.13% active; in the data active = inhibition above about 34%, passing the limit was not always enough
The depositor's hits bear a star. Compounds were not picked by outcome; 29% or so of the library scored in one or more.

Results for CC1CC(=O)Nc2ccccc2N1S(=O)(=O)c1ccc(Br)cc1 (stereo unspecified) ?
Rev-RRE block: 9; PLAP activator: 0.9; EphB4 ephrin blk: -3; CYP2C9 activ: 1.1; CYP2C19 activ: 0.9; PLK1 kinase inh: -9; CYP2C9 inhib: -8; CYP2C19 inhib: 10; PLK1 PBD inh: 18

Results for CCOC(=O)Cn1c(=O)oc2cc(S(=O)(=O)N3CCC(N4CCCCC4)CC3)ccc21 ?
Rev-RRE block: -3; PLAP activator: 1.7; EphB4 ephrin blk: -3; CYP2C9 activ: 1; CYP2C19 activ: 1; PLK1 kinase inh: -8; CYP2C9 inhib: 1; CYP2C19 inhib: 0; PLK1 PBD inh: -16

What do the screens show for `O=C(CN1CCN(c2nc(-c3ccccc3)cs2)CC1)NNC(=O)c1ccc(Br)cc1`?
Rev-RRE block: 1; PLAP activator: 1.2; EphB4 ephrin blk: -5; CYP2C9 activ: 1; CYP2C19 activ: 1; PLK1 kinase inh: -9; CYP2C9 inhib: -1; CYP2C19 inhib: 0; PLK1 PBD inh: 0

Results for N#Cc1cc(N)ccc1Sc1ccc(Cl)cc1 ?
Rev-RRE block: 8; PLAP activator: 0.6; EphB4 ephrin blk: 1; CYP2C9 activ: 1.9; CYP2C19 activ: 0.5; PLK1 kinase inh: -7; CYP2C9 inhib: -87; CYP2C19 inhib: 50; PLK1 PBD inh: 25

How did Nc1nnnn1N=C1CCCCC1 do in these assays?
Rev-RRE block: 10; PLAP activator: 0.9; EphB4 ephrin blk: 3; CYP2C9 activ: 1; CYP2C19 activ: 0.9; PLK1 kinase inh: -5; CYP2C9 inhib: -3; CYP2C19 inhib: 6; PLK1 PBD inh: 5

How did Cc1cc(C)c2c(n1)nn1c(-n3ccnc3)cc(C)nc21 do in these assays?
Rev-RRE block: 5; PLAP activator: 1; EphB4 ephrin blk: -5; CYP2C9 activ: 1; CYP2C19 activ: 1; PLK1 kinase inh: -15; CYP2C9 inhib: -4; CYP2C19 inhib: 5; PLK1 PBD inh: -20

How did Cc1c(NC(=O)CSc2nnnn2C)c(=O)n(-c2ccccc2)n1C do in these assays?
Rev-RRE block: 5; PLAP activator: 1; EphB4 ephrin blk: -5; CYP2C9 activ: 0.9; CYP2C19 activ: 0.9; PLK1 kinase inh: -8; CYP2C9 inhib: 7; CYP2C19 inhib: 8; PLK1 PBD inh: -20

What do the screens show for `O=C(CCN1C(=O)c2ccccc2C1=O)NC1=NCCS1`?
Rev-RRE block: 7; PLAP activator: 0.9; EphB4 ephrin blk: 5; CYP2C9 activ: 1.1; CYP2C19 activ: 1; PLK1 kinase inh: 4; CYP2C9 inhib: -5; CYP2C19 inhib: 3; PLK1 PBD inh: 12

What do the screens show for `Cc1cc(NC(=O)c2ccc3c(c2)C(=O)N(Cc2cccnc2)C3=O)no1`?
Rev-RRE block: -1; PLAP activator: 1; EphB4 ephrin blk: -3; CYP2C9 activ: 1.4; CYP2C19 activ: 1.1; PLK1 kinase inh: -4; CYP2C9 inhib: -41; CYP2C19 inhib: -13; PLK1 PBD inh: 4

How did CCc1nnc(NC(=O)CCC(=O)Nc2ccccc2)s1 do in these assays?
Rev-RRE block: -4; PLAP activator: 0.9; EphB4 ephrin blk: -4; CYP2C9 activ: 0.9; CYP2C19 activ: 1; PLK1 kinase inh: -16; CYP2C9 inhib: 5; CYP2C19 inhib: 3; PLK1 PBD inh: 1

What do the screens show for `CC1CCCCC1NCC(=O)Nc1ccccc1-c1ccccc1` (stereo unspecified)?
Rev-RRE block: 16; EphB4 ephrin blk: -5; PLK1 kinase inh: -12; PLK1 PBD inh: 8

How did CCOC(=O)c1c(NC(=O)CCN2C(=O)c3ccccc3C2=O)sc(C(=O)OC(C)C)c1C do in these assays?
Rev-RRE block: 5; PLAP activator: 1.6; EphB4 ephrin blk: 5; CYP2C9 activ: 0.4; CYP2C19 activ: 0.8; PLK1 kinase inh: -22; CYP2C9 inhib: 60*; CYP2C19 inhib: 23; PLK1 PBD inh: -14

How did CCOC(=O)C1CCN(CC(O)COc2ccc(C(C)(C)C)cc2)CC1 (stereo unspecified) do in these assays?
Rev-RRE block: 4; PLAP activator: 1.5; EphB4 ephrin blk: -3; CYP2C9 activ: 0.6; CYP2C19 activ: 0.4; PLK1 kinase inh: -2; CYP2C9 inhib: 40; CYP2C19 inhib: 56*; PLK1 PBD inh: -10

Results for Cc1cnc(C(=O)Nc2nccs2)cn1 ?
Rev-RRE block: 10; PLAP activator: 1.4; EphB4 ephrin blk: 7; CYP2C9 activ: 1.1; CYP2C19 activ: 1; PLK1 kinase inh: 0; CYP2C9 inhib: -7; CYP2C19 inhib: -2; PLK1 PBD inh: -7

What do the screens show for `COc1cc(C2C(C(=O)c3sc(C)nc3C)=C(O)C(=O)N2CCN(C)C)cc(OC)c1OC` (stereo unspecified)?
PLAP activator: 0.8; CYP2C9 activ: 0.2; CYP2C19 activ: 0.2; CYP2C9 inhib: 79*; CYP2C19 inhib: 77*

What do the screens show for `Cc1ccc(C(=O)N/C(=C/c2ccco2)C(=O)Nc2cccc(C)c2)cc1`?
Rev-RRE block: 16; PLAP activator: 1.5; EphB4 ephrin blk: 5; CYP2C9 activ: 0.1; CYP2C19 activ: 0.5; PLK1 kinase inh: -3; CYP2C9 inhib: 90*; CYP2C19 inhib: 51*; PLK1 PBD inh: 4

What do the screens show for `FC(F)(F)C(F)(F)C(F)(F)c1nnc2ccc(N3CCOCC3)nn12`?
Rev-RRE block: 15; PLAP activator: 1; EphB4 ephrin blk: 2; CYP2C9 activ: 0.2; CYP2C19 activ: 0.2; PLK1 kinase inh: -20; CYP2C9 inhib: 76*; CYP2C19 inhib: 76*; PLK1 PBD inh: 17

What do the screens show for `CC1CCN(C(=O)Cc2nn(C)c(=O)c3ccccc23)CC1`?
Rev-RRE block: 4; PLAP activator: 1.1; EphB4 ephrin blk: 2; CYP2C9 activ: 1; CYP2C19 activ: 0.8; PLK1 kinase inh: -4; CYP2C9 inhib: 1; CYP2C19 inhib: 24; PLK1 PBD inh: 20

What do the screens show for `C=CCN(CC=C)C(=O)c1ccncc1`?
Rev-RRE block: 1; PLAP activator: 1.1; EphB4 ephrin blk: 6; CYP2C9 activ: 0.8; CYP2C19 activ: 0.8; PLK1 kinase inh: -4; CYP2C9 inhib: 24; CYP2C19 inhib: 21; PLK1 PBD inh: 19

Results for Cc1nc2sc(C(c3ccccc3)N3CCN(C(=O)c4ccco4)CC3)c(O)n2n1 (stereo unspecified) ?
Rev-RRE block: 7; EphB4 ephrin blk: 3; PLK1 kinase inh: -12; PLK1 PBD inh: -10

What do the screens show for `CS(=O)(=O)N1CCCC(C(=O)NCCCN2CCc3ccccc3C2)C1` (stereo unspecified)?
Rev-RRE block: 4; PLAP activator: 1.1; EphB4 ephrin blk: -5; CYP2C9 activ: 1.2; CYP2C19 activ: 0.9; PLK1 kinase inh: -13; CYP2C9 inhib: -15; CYP2C19 inhib: 13; PLK1 PBD inh: 5

What do the screens show for `O=C(Nc1cccc(Cl)c1)Nc1nccs1`?
Rev-RRE block: 6; PLAP activator: 1; EphB4 ephrin blk: 1; CYP2C9 activ: 0.7; CYP2C19 activ: 0.9; PLK1 kinase inh: 0; CYP2C9 inhib: 31; CYP2C19 inhib: 12; PLK1 PBD inh: 12

How did CCCCCCCC(=O)N/N=C/c1ccc(Br)cc1 do in these assays?
Rev-RRE block: 20; PLAP activator: 1; EphB4 ephrin blk: 1; CYP2C9 activ: 0.8; CYP2C19 activ: 0.2; PLK1 kinase inh: -9; CYP2C9 inhib: 18; CYP2C19 inhib: 75*; PLK1 PBD inh: -28

Results for COc1ccc(OC)c(N2C(=O)CC(Cc3ccc(Cl)cc3)C2=O)c1 (stereo unspecified) ?
Rev-RRE block: 4; EphB4 ephrin blk: 0; PLK1 kinase inh: -4; PLK1 PBD inh: -13

How did COc1ccc(/C=N/NC(=O)CCCOc2ccc(Cl)cc2Cl)cc1[N+](=O)[O-] do in these assays?
Rev-RRE block: 1; PLAP activator: 0.8; EphB4 ephrin blk: -7; CYP2C9 activ: 0.3; CYP2C19 activ: 0.1; PLK1 kinase inh: -8; CYP2C9 inhib: 70*; CYP2C19 inhib: 86*; PLK1 PBD inh: -15

What do the screens show for `Cc1noc(C)c1S(=O)(=O)N1CCCC(C(=O)Nc2nccs2)C1` (stereo unspecified)?
Rev-RRE block: -3; PLAP activator: 1; EphB4 ephrin blk: -9; CYP2C9 activ: 0.4; CYP2C19 activ: 0.2; PLK1 kinase inh: -3; CYP2C9 inhib: 56*; CYP2C19 inhib: 79*; PLK1 PBD inh: 7

How did COc1ccc(C)cc1NS(=O)(=O)c1ccc(NS(=O)(=O)c2ccc(NC(C)=O)cc2)cc1 do in these assays?
Rev-RRE block: 8; PLAP activator: 1.4; EphB4 ephrin blk: -1; CYP2C9 activ: 0.3; CYP2C19 activ: 0.4; PLK1 kinase inh: -8; CYP2C9 inhib: 66*; CYP2C19 inhib: 62*; PLK1 PBD inh: -1

How did CC(C)(C)c1ccc(CN2N=Nc3ccccc3S2(=O)=O)cc1 do in these assays?
Rev-RRE block: 21; PLAP activator: 1; EphB4 ephrin blk: 6; CYP2C9 activ: 1.1; CYP2C19 activ: 1; PLK1 kinase inh: -10; CYP2C9 inhib: -10; CYP2C19 inhib: 5; PLK1 PBD inh: 8

What do the screens show for `COC1(OC)N=C(N)C2(C#N)C(c3cccc(Oc4ccccc4)c3)C12C#N` (stereo unspecified)?
Rev-RRE block: 14; PLAP activator: 1.3; EphB4 ephrin blk: 0; CYP2C9 activ: 0.4; CYP2C19 activ: 0.4; PLK1 kinase inh: -4; CYP2C9 inhib: 56*; CYP2C19 inhib: 59*; PLK1 PBD inh: 27

How did Cc1c(NC(=O)NCc2ccccc2)c(=O)n(-c2ccccc2)n1C do in these assays?
PLAP activator: 1.2; CYP2C9 activ: 1.1; CYP2C19 activ: 1.1; CYP2C9 inhib: -9; CYP2C19 inhib: -8

What do the screens show for `COc1ccc(NC(=O)CSc2nc3ccccc3c(=O)n2CCCN2CCCCC2)c(OC)c1`?
Rev-RRE block: 10; PLAP activator: 1.6; EphB4 ephrin blk: -3; CYP2C9 activ: 0.8; CYP2C19 activ: 0.4; PLK1 kinase inh: -10; CYP2C9 inhib: 16; CYP2C19 inhib: 64*; PLK1 PBD inh: 16

Results for O=C(NC1=NCCS1)[C@H](Cc1ccccc1)N1C(=O)c2ccccc2C1=O ?
Rev-RRE block: 8; PLAP activator: 1.3; EphB4 ephrin blk: -2; CYP2C9 activ: 0.1; CYP2C19 activ: 0.4; PLK1 kinase inh: -15; CYP2C9 inhib: 86*; CYP2C19 inhib: 58*; PLK1 PBD inh: -11

2 compounds picked at random from those above:
What do the screens show for `Cc1noc(C)c1S(=O)(=O)N1CCCC(C(=O)Nc2nccs2)C1` (stereo unspecified)?
Rev-RRE block: -3; PLAP activator: 1; EphB4 ephrin blk: -9; CYP2C9 activ: 0.4; CYP2C19 activ: 0.2; PLK1 kinase inh: -3; CYP2C9 inhib: 56*; CYP2C19 inhib: 79*; PLK1 PBD inh: 7

Results for O=C(NC1=NCCS1)[C@H](Cc1ccccc1)N1C(=O)c2ccccc2C1=O ?
Rev-RRE block: 8; PLAP activator: 1.3; EphB4 ephrin blk: -2; CYP2C9 activ: 0.1; CYP2C19 activ: 0.4; PLK1 kinase inh: -15; CYP2C9 inhib: 86*; CYP2C19 inhib: 58*; PLK1 PBD inh: -11
